Source: PubChem
S3 lipid droplet: qHTS Assay for Lipid Storage Modulators in Drosophila S3 Cells | Potency in µM for hits, for the others lipid storage change, negative = inhibition, % at the top dose, mostly 46.1 µM | Drosophila S3 cells, BODIPY lipid droplet fluorescence, 18-24 h; cells fed with added oleic acid | 320,000 tested, 0.64% active; active means well fitted inhibition curve with a large enough effect in the signal ratio, with a control signal flat, not every such curve was filed as active; inconclusive means small, poorly fitted or top-dose-only effect, or effect the other way, or a change in a side signal; the % refers to the signal ratio
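Laser-scanning cytometry quantifies lipid droplet accumulation (500–530 nm total intensity; droplet/cell object ratio) in oleic acid-fed (400 uM added) Drosophila S3 cells treated with a concentration series. 20 uM Triacsin C defined 100% inhibition.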
S3 lipid droplet cell count max: further read-out of S3 lipid droplet, marked with its call; cell number change, %; measured here: cell count max response;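 cells counted by Cell Tracker Red CMTPX staining in the red channel; peak over a dose series mostly up to 46.1 µM; percent activity relative to internal control wells on each plate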
* hit, by the source's call; [ ] = dose if it differs, or a comment. On the % scale 0 is the no-effect control and ±100 the full control effect; potency means the concentration at half of the fitted maximal effect. An excerpt; rates above refer to the full screens.

What do the screens show for `C/C(CC(=O)N1CCCC1)=N\NC(=O)c1cc2ccccc2cc1O`?
S3 lipid droplet: -8%; S3 lipid droplet cell count max: -5

What do the screens show for `Cc1cccc(NC(=O)c2ccccc2OCC(=O)c2ccccc2)c1`?
S3 lipid droplet: inconclusive

What do the screens show for `Cc1nc2ccccc2c(=O)n1NC(=O)c1cccc(Cl)c1`?
S3 lipid droplet: 15%; S3 lipid droplet cell count max: 6

What do the screens show for `CCOc1cccc(C(=O)Nc2cccc(C(=O)NC(C)(C)C)c2)c1`?
S3 lipid droplet: inactive; S3 lipid droplet cell count max: -10

What do the screens show for `CCC(NC(=O)c1ccccc1NC(=O)c1ccccc1)C(=O)NNC(=O)c1cccnc1` (stereo not given)?
S3 lipid droplet: inconclusive

How did COc1ccccc1NC(CC(=O)c1ccccc1)C(=O)OCC(=O)c1ccc(C)c(C)c1 (stereo not given) do in these assays?
S3 lipid droplet: 0%; S3 lipid droplet cell count max: -18

What do the screens show for `N#C/C(=C(/O)c1ccc(Br)s1)c1nc2ccccc2[nH]1`?
S3 lipid droplet: inactive; S3 lipid droplet cell count max: -3

How did CC(C)N(CCCNC(=O)Cn1c(=O)c2cccn2c2ccccc21)Cc1ccccc1 do in these assays?
S3 lipid droplet: inactive; S3 lipid droplet cell count max: -1

How did O=S(=O)(/N=C(/Nc1ccccn1)c1ccc(Cl)cc1)c1ccc(Cl)cc1 do in these assays?
S3 lipid droplet: inconclusive

What do the screens show for `COc1ccc(NS(=O)(=O)c2cc3c(cc2C)N(C)CCO3)c(OC)c1`?
S3 lipid droplet: inconclusive

How did CC(=O)Nc1ccc(NC(=O)CN(C)CC(=O)Nc2ccccc2Br)cc1 do in these assays?
S3 lipid droplet: -4%; S3 lipid droplet cell count max: -14

What do the screens show for `O=C(COC(=O)c1cccnc1)Nc1cccc2ccccc12`?
S3 lipid droplet: inconclusive

How did Cc1ccc(NC(=S)N2CCCC(c3nc4ccc(C)cc4[nH]3)C2)c(C)c1 (stereo not given) do in these assays?
S3 lipid droplet: -15%; S3 lipid droplet cell count max: -11

How did CCOC(=O)c1c(NC(=O)c2cccnc2)sc(C)c1C do in these assays?
S3 lipid droplet: inactive; S3 lipid droplet cell count max: 3

How did O=C(Cn1cc(Br)ccc1=O)Nc1ccc2c(c1)OCO2 do in these assays?
S3 lipid droplet: inconclusive

What do the screens show for `CC12CCC(=O)C=C1CCC1C2C(O)CC2(C)C1CCC2(O)C(=O)CO` (stereo not given)?
S3 lipid droplet: 9%; S3 lipid droplet cell count max: 10

Results for COc1ccc(NC(=O)CN2CCN(C(=S)NC3CCCC3)CC2)cc1 ?
S3 lipid droplet: 14%; S3 lipid droplet cell count max: 10

Results for CCC(C(=O)Nc1nc(C)c(C(=O)OC)s1)c1ccccc1 (stereo not given) ?
S3 lipid droplet: 13%

What do the screens show for `CCCCc1nc2cc(C(=O)N3CCCCC3COC)ccc2o1` (stereo not given)?
S3 lipid droplet: inconclusive

Results for Cc1cc(C(F)(F)F)nn1Cc1n[nH]c(=S)n1-c1ccc(Cl)cc1 ?
S3 lipid droplet: inconclusive

How did Cc1cc(C(=O)N2CCN(c3ncccc3C#N)CC2)no1 do in these assays?
S3 lipid droplet: inconclusive

What do the screens show for `COc1ccc(/C=C/C2=CC(C)(C)NC(=S)N2)cc1`?
S3 lipid droplet: 5%; S3 lipid droplet cell count max: 8

What do the screens show for `C=CCNC(=O)C1CC(=O)N(c2ccc(OCC(=O)Nc3ccc(Cl)cc3)cc2)C1` (stereo not given)?
S3 lipid droplet: inconclusive

Results for CCn1c2ccccc2c2nnc(SCC(=O)Nc3cc(C)on3)nc21 ?
S3 lipid droplet: inconclusive

How did O=C(CNC(=O)c1ccc(Oc2ccccc2)cc1)OCc1ccc(Br)cc1 do in these assays?
S3 lipid droplet: -13%; S3 lipid droplet cell count max: -1

Results for COc1cc(OC)cc(C(=O)N[C@H](C(=O)Nc2ccc(S(=O)(=O)N(C)C)cc2)C(C)C)c1 ?
S3 lipid droplet: 1%; S3 lipid droplet cell count max: -2

What do the screens show for `COc1cc(OC)cc(C(=O)NCCNC(=O)c2ccco2)c1`?
S3 lipid droplet: -1%; S3 lipid droplet cell count max: 2

What do the screens show for `O=C(CCC1CCN(C(=O)Cc2c(F)cccc2F)CC1)NC1CC1`?
S3 lipid droplet: inconclusive

What do the screens show for `Cc1ccc(CNC(=O)CN(c2ccc(C)cc2)S(=O)(=O)c2c(C)nn(C)c2C)cc1`?
S3 lipid droplet: -4%; S3 lipid droplet cell count max: 3

What do the screens show for `COc1ccccc1N(C)S(=O)(=O)c1ccc(C(=O)N2CCC2)cc1`?
S3 lipid droplet: 26%; S3 lipid droplet cell count max: -1

How did COc1cc(/C=N/N2CCN(C3c4ccccc4-c4ccccc43)CC2)cc(OC)c1OC do in these assays?
S3 lipid droplet: 5%; S3 lipid droplet cell count max: -2

Results for O=Nc1c2ccc[nH]c-2c2ccc([N+](=O)[O-])cc12 ?
S3 lipid droplet: inconclusive

What do the screens show for `CCc1c(C)[nH]c2ccc(C)cc2c1=O`?
S3 lipid droplet: inconclusive

What do the screens show for `COc1ccc(NC(=O)c2ccccc2NC(=O)CN2CCCCCC2)cc1`?
S3 lipid droplet: -9%; S3 lipid droplet cell count max: -1

Results for Cc1sc(NC(=O)C2=COCCO2)nc1-c1ccc(F)cc1 ?
S3 lipid droplet: 21%[0.0737 µM]

Results for CC(=O)c1cccc(NC(=O)c2ccc(NC(=O)CCS(=O)(=O)c3cccs3)cc2)c1 ?
S3 lipid droplet: inconclusive

How did CC1CN(C(=S)NC(=O)c2ccc([N+](=O)[O-])cc2)CC(C)O1 (stereo not given) do in these assays?
S3 lipid droplet: inconclusive

What do the screens show for `CSc1ccccc1C(=O)NCCSc1ccc(C)cc1`?
S3 lipid droplet: inconclusive

How did CC1SC(=NC(=O)c2ccco2)NC1=O (stereo not given) do in these assays?
S3 lipid droplet: 5%; S3 lipid droplet cell count max: -7

How did Cn1ccc(C(=O)N/N=C/c2ccncc2)n1 do in these assays?
S3 lipid droplet: inconclusive

The final four compounds of the part before lead into the next.
How did CC1CN(C(=S)NC(=O)c2ccc([N+](=O)[O-])cc2)CC(C)O1 (stereo not given) do in these assays?
S3 lipid droplet: inconclusive

What do the screens show for `CSc1ccccc1C(=O)NCCSc1ccc(C)cc1`?
S3 lipid droplet: inconclusive

How did CC1SC(=NC(=O)c2ccco2)NC1=O (stereo not given) do in these assays?
S3 lipid droplet: 5%; S3 lipid droplet cell count max: -7

How did Cn1ccc(C(=O)N/N=C/c2ccncc2)n1 do in these assays?
S3 lipid droplet: inconclusive

Results for Cc1cc(OC2CCCCC2)nc(NCc2ccccc2)n1 ?
S3 lipid droplet: -5%; S3 lipid droplet cell count max: -24

Results for Cc1ccc(NC(=O)CCn2cccc2)cc1 ?
S3 lipid droplet: 5%; S3 lipid droplet cell count max: 23

What do the screens show for `CCCn1nc2cc(C(=O)NCCc3ccc(C)cc3)ccc2c1OCC`?
S3 lipid droplet: -8%; S3 lipid droplet cell count max: -16

What do the screens show for `Cc1nc(N(C)Cc2ccccc2)c2nnn(Cc3ccccc3)c2n1`?
S3 lipid droplet: inconclusive

Results for COc1ccc(-n2cc(-c3ccccc3)c3c(NCCOCCO)ncnc32)cc1 ?
S3 lipid droplet: inconclusive

How did COc1ccc(CN(C)C(=O)/C=C/c2ccc(S(=O)(=O)N3CCOCC3)cc2)cc1F do in these assays?
S3 lipid droplet: inactive

What do the screens show for `COc1cc2c(cc1OC)C(C)N(C(=O)c1sccc1C)CC2` (stereo not given)?
S3 lipid droplet: inconclusive

What do the screens show for `C=CCNCC#CCOc1ccc(OC)cc1`?
S3 lipid droplet: inconclusive

Results for O=C(O)CC(Cc1ccc(Cl)cc1)C(=O)Nc1ccc([N+](=O)[O-])cc1 (stereo not given) ?
S3 lipid droplet: 0%; S3 lipid droplet cell count max: -3

How did Cc1cccc(-n2c(=O)c3c(n4cnnc24)-c2ccccc2CC32CCCCC2)c1 do in these assays?
S3 lipid droplet: -2%; S3 lipid droplet cell count max: -11

Results for O=C(Nc1ccc(S(=O)(=O)N2CCCC2)cc1)c1cccnc1 ?
S3 lipid droplet: inconclusive

Results for O=c1[nH]cc(NCCc2ccccc2)c(=O)[nH]1 ?
S3 lipid droplet: inconclusive

What do the screens show for `O=C(c1ccccc1)c1ccc(Oc2ncccn2)cc1`?
S3 lipid droplet: inconclusive

What do the screens show for `CCOC(=O)C(Cc1c(F)cccc1F)(NC(C)=O)C(=O)OCC`?
S3 lipid droplet: inconclusive

How did Cc1ccc(NC(=O)COC(=O)CCc2ccc(S(=O)(=O)N3CCOCC3)cc2)cc1F do in these assays?
S3 lipid droplet: inconclusive

Results for Cc1ccc(NC(=O)CSc2nn3c(=O)c(C)nnc3s2)cc1Cl ?
S3 lipid droplet: inconclusive

How did N#Cc1ccc(C(=O)N2CCN(S(=O)(=O)c3ccc(Cl)s3)CC2)cc1 do in these assays?
S3 lipid droplet: -17%; S3 lipid droplet cell count max: 3

Results for Cc1ccc(Cl)cc1NC(=S)N(CCCN1CCOCC1)Cc1ccccn1 ?
S3 lipid droplet: inconclusive

How did CCN(CC)c1ccc(/C=N/NC(=O)CNC(=O)c2ccc3c(c2)OCCO3)cc1 do in these assays?
S3 lipid droplet: inactive; S3 lipid droplet cell count max: 4

What do the screens show for `Cc1ccc(NC(=O)CSc2nnc(CNC(=O)c3c(F)cccc3Cl)o2)cc1`?
S3 lipid droplet: inconclusive

Of the compounds above, these have an aryl thioether with sulfur outside any ring:
Results for CCn1c2ccccc2c2nnc(SCC(=O)Nc3cc(C)on3)nc21 ?
S3 lipid droplet: inconclusive

What do the screens show for `CSc1ccccc1C(=O)NCCSc1ccc(C)cc1`?
S3 lipid droplet: inconclusive

Results for Cc1ccc(NC(=O)CSc2nn3c(=O)c(C)nnc3s2)cc1Cl ?
S3 lipid droplet: inconclusive

What do the screens show for `Cc1ccc(NC(=O)CSc2nnc(CNC(=O)c3c(F)cccc3Cl)o2)cc1`?
S3 lipid droplet: inconclusive

(further entries)
Results for COc1ccc(NC(=O)CSc2nnc(C)s2)cc1S(=O)(=O)N1CCOCC1 ?
S3 lipid droplet: -3%; S3 lipid droplet cell count max: -5

How did Cc1ccccc1CCNC(=O)C1CCN(S(=O)(=O)c2ccc(-n3cnnn3)cc2)CC1 do in these assays?
S3 lipid droplet: inconclusive

How did Cc1cc(C(=O)COC(=O)c2ccc(Br)o2)c(C)n1C do in these assays?
S3 lipid droplet: inconclusive

Results for CSc1nsc(SCC(=O)Nc2c(C)n(C)n(-c3ccccc3)c2=O)n1 ?
S3 lipid droplet: 15%; S3 lipid droplet cell count max: 3

How did Clc1ccccc1OCc1nc(-c2ccc(Br)o2)no1 do in these assays?
S3 lipid droplet: inconclusive

Results for O=S1(=O)CCN(Cc2ccccc2C(F)(F)F)CC1 ?
S3 lipid droplet: -21%; S3 lipid droplet cell count max: 1

Results for COc1ccc(O)c(/C=N/NC(=O)CSc2nnc(C)n2-c2ccccc2)c1 ?
S3 lipid droplet: 3%; S3 lipid droplet cell count max: -9

What do the screens show for `CCCCc1n[nH]c(=S)n1Cc1ccccc1`?
S3 lipid droplet: inconclusive

Results for Cc1ccccc1-c1nc(CN(Cc2c(C)nn(C)c2C)C2CC2)c(C)o1 ?
S3 lipid droplet: -22%; S3 lipid droplet cell count max: -15

How did CC1Cc2nc(SCC(N)=O)n(Cc3ccccc3)c(=O)c2S1 (stereo not given) do in these assays?
S3 lipid droplet: inconclusive

Results for Cc1cccc(N2CCN(C(=O)CCN3C(=S)NC(C)(C)CC3C)CC2)c1C (stereo not given) ?
S3 lipid droplet: inconclusive

How did C#CCOCCOCCOCCNc1nc(N2CCN(C(=O)CCCCCCCCCCNC(=O)Cn3cc(CCCCCN)nn3)CC2)nc(N2CCN(C(=O)CCCCCCCCCCNC(=O)[C@H](CO)n3cc(CCCCCN)nn3)CC2)n1 do in these assays?
S3 lipid droplet: inconclusive

How did O=C(N[C@@H]1CCC(=O)N(CC[C@H](Sc2ccc(Br)cc2)c2ccccc2)CC1)OCc1ccccc1 do in these assays?
S3 lipid droplet: inactive; S3 lipid droplet cell count max: 0

What do the screens show for `CCOc1ccc(S(=O)(=O)NC(C)C(=O)NCc2ccccn2)cc1` (stereo not given)?
S3 lipid droplet: inconclusive

What do the screens show for `Cn1c(-c2ccccc2[N+](=O)[O-])[n+](C)c2ccccc21`?
S3 lipid droplet: -13%; S3 lipid droplet cell count max: 22

How did COc1ccc(CCN(C(=O)c2cccc(F)c2)C2CC(=O)N(c3ccc(OC)cc3)C2=O)cc1 (stereo not given) do in these assays?
S3 lipid droplet: inconclusive

Results for CCCC(C)c1nnc(NC(=O)C(=O)OCC)s1 (stereo not given) ?
S3 lipid droplet: inconclusive

How did CN(C)/C=N/c1cc(=O)[nH]c(=O)n1CC1CC1 do in these assays?
S3 lipid droplet: inconclusive

What do the screens show for `Cc1cc(C)cc(OCC(=O)N2CCc3ccccc3C2)c1`?
S3 lipid droplet: inconclusive

Results for CC(=O)c1cn(CC(=O)Nc2c(C)cccc2C)c2ccccc12 ?
S3 lipid droplet: inconclusive

Structures from the list above that have a cyano group, in the order listed:
What do the screens show for `N#C/C(=C(/O)c1ccc(Br)s1)c1nc2ccccc2[nH]1`?
S3 lipid droplet: inactive; S3 lipid droplet cell count max: -3

How did Cc1cc(C(=O)N2CCN(c3ncccc3C#N)CC2)no1 do in these assays?
S3 lipid droplet: inconclusive

How did N#Cc1ccc(C(=O)N2CCN(S(=O)(=O)c3ccc(Cl)s3)CC2)cc1 do in these assays?
S3 lipid droplet: -17%; S3 lipid droplet cell count max: 3
